Bioassay records from PubChem.
PMI act satM6P: human PMI activators, high substrate, primary screen, biochemical, fluorescence intensity, near-saturating mannose 6-phosphate | Mannose-6-phosphate isomerase (Homo sapiens), P34949 | coupled PMI enzyme assay, resazurin fluorescence, 20 min; active compounds read high; 1 = untreated enzyme, 0 = substrate-free blank | activation factor at 20 µM | hit rate 0.34% among 190,000 | AID 1216, 2008;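 active = activation factor of 2 or more at 20 µM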
Target sequence (P34949 whole entry, looked up): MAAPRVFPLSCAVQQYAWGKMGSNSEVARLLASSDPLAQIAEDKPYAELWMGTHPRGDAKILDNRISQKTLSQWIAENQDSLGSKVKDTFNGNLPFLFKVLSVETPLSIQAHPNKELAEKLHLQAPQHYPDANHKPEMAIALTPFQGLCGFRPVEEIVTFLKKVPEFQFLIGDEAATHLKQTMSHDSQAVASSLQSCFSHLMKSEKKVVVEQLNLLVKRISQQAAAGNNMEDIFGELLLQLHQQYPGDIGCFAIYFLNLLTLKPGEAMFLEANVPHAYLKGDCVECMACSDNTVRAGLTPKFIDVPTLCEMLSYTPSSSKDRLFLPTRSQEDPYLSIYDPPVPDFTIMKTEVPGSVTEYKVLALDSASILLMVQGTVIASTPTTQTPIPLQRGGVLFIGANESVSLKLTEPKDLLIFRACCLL
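Test system: human phosphomannose isomerase with PGI, G6PDH, diaphorase coupling enzymes / Doses: 20 µM compound, 1% DMSO / Times: enzyme reaction with compound 20 min at room temperature / Measured by: Diaphorase-driven resazurin-to-resorufin fluorescence, excitation 544, emission 590 nm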
PMI act: activators of human PMI, primary screen, biochemical, fluorescence intensity, near-Km mannose 6-phosphate | purified human PMI, coupled resazurin fluorescence, 20 min; active compounds read high; 1 = vehicle control, 0 substrate-free wells | activation factor at 20 µM | hit rate 0.005% among 190,000 | AID 1214, 2008;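 active = activation factor of 2 or more at 20 µM, relative to plate controls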
APP 5'UTR act: activators of APP 5'UTR luciferase reporter, primary screen, SH-SY5Y cells | SH-SY5Y APP 5'UTR luciferase reporter, luminescence; zero percent = DMSO vehicle wells | activation, % at 2 µM | hit rate 1% among 190,000 | AID 1276, 2008;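 active = activation above a set limit, based on mean plus 3 SD of controls, cut at about 140% in these data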; note: values of inactives mirror those of a sister screen read the other way
NF-kB neuron act: activators of NF-kB expression in neurons, primary screen, cell-based, HTS; hit rate 1.6% among 190,000; AID 1239, 2008; fold change at 12.5 µM; human neuronal cells, NF-kB reporter expression; active compounds read high; in the data active = fold change above about 3.3
TNAP inh hiacc: human TNAP enzyme inhibitors, primary screen, biochemical, luminescent, high phosphate acceptor level, uHTS. Alkaline phosphatase, tissue-nonspecific isozyme (Homo sapiens), P05186. purified TNAP, CDP-star luminescence, 1 M DEA. inhibition, % at 20 µM. hit rate 0.03% among 200,000. AID 1135, 2008;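 active = over 50% inhibition of tissue-nonspecific alkaline phosphatase at 20 µM in the single-dose screen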;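 note: plate controls were DMSO wells for no effect and EDTA-quenched wells as full inhibition for full effect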
FLuc inhib CS: firefly luciferase enzyme inhibitors, primary screen, artefact control for luciferase-based inhibitor screens, biochemical, luminescence, ATPLite | Luciferin 4-monooxygenase (Photinus pyralis), P08659 | 10 min | inhibition, % at 10 µM | hit rate 1.5% among 200,000 | AID 1006, 2008;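 active = inhibition above about 50% when tested at 10 µM, limit read from the data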
Target sequence (P08659 whole entry, looked up): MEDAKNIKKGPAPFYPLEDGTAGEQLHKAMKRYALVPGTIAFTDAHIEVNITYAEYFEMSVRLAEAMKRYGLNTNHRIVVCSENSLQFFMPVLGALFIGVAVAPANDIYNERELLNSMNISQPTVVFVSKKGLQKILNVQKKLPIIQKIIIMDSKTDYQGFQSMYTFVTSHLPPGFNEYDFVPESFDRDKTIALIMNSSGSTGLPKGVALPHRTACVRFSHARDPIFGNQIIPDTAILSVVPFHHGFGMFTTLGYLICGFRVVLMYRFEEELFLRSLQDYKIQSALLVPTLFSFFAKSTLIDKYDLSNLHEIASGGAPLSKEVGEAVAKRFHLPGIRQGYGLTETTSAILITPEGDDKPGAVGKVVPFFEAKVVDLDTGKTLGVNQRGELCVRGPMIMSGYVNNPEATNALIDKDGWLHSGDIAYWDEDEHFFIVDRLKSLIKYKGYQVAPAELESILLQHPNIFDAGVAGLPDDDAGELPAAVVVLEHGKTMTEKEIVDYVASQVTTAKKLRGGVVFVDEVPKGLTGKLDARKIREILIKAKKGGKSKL
FLuc stim CS: FLuc activators, initial screening, artefact control for FLuc-dependent activation tests, biochemical, ATPlite luminescence | Luciferin 4-monooxygenase (Photinus pyralis), P08659 | ATPlite luciferase biochemical, 10 min; 0 = ATP-free wells, 1 = DMSO control | activation factor at 10 µM | 200,000 tested, under 10 active;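 active = luciferase activation factor, scaled between plate controls, of at least 2 with compound at 10 µM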
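Assay system: Luciferase/luciferin reagent mix; Medium: PBS as buffer for the ATP substrate; Dosing: test compounds dosed from 2 mM stocks in 100% DMSO; Times: 10 min, room temperature; Signal: luminescence from luciferase reaction; Read-out: luciferase activation; Controls: No-ATP low control, compound-free enzyme-plus-ATP high control.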
TNAP inh no acc: human TNAP enzyme inhibitors, primary screen, biochemical, luminescent, no phosphate acceptor, uHTS; purified TNAP, CDP-star luminescence, 30 min; inhibition, % at 20 µM; AID 1012, 2008; hit rate 0.26% among 200,000;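 active = tissue-nonspecific alkaline phosphatase inhibition above about 50% at 20 µM in the single-dose screen, limit read from the data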;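 note: 0% = DMSO negative control and 100% = EDTA positive control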
bIAP activator: bovine intestinal alkaline phosphatase activators, primary screen, biochemical, bovine IAP, CDP-star luminescence; alkaline phosphatase, intestinal [Bos taurus]; purified bovine IAP, 30 min; active compounds read high; fold of DMSO-control signal, blank-subtracted; activation factor at 20 µM; hit rate 0.17% among 200,000;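 active = activation factor of 2 or more at 20 µM, a signal rise over negative controls twice the positive control's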
TNAP act hi DEA: TNAP activators at high phosphate acceptor level, primary screen, biochemical, luminescence, uHTS; Alkaline phosphatase, tissue-nonspecific isozyme (Homo sapiens), P05186; purified TNAP, CDP-star luminescence, 1 M DEA, 30 min; active compounds read high; 0 = EDTA background, 1 = DMSO-only activity; activation factor at 20 µM; 200,000 tested, under 10 active;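 active = activation factor at least 2 at 20 µM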
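Test system – human TNAP · Doses – 20 µM single point · Incubation – 30 min, room temperature · Signal – luminescent substrate turnover signal · Read-out basis – activation factor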
* marks the source's active call; other numbers are inactive results; x = not tested or not shown.

SMILES	PMI act satM6P	PMI act	APP 5'UTR act	NF-kB neuron act	TNAP inh hiacc	FLuc inhib CS	FLuc stim CS	TNAP inh no acc	bIAP activator	TNAP act hi DEA
O=P(c1ccccc1)(c1ccccc1)c1nc(-c2ccc(Cl)cc2)oc1N1CCOCC1	1	1	14.3	0.97	1.4	-4.5	1	2.6	1	1
Cc1ccccc1NC(=O)c1ccc(S(=O)(=O)N(C)C)cc1	1	1	x	1.27	-1.7	0.4	1	-7.3	0.9	1
O=S(=O)([O-])CCC[n+]1c(SCCCS(=O)(=O)O)sc2ccc(Cl)cc21	1.1	0.9	-2.4	0.96	-4.3	-6.8	1.1	-17.4	0.7	1
O=C(C1=NN[C@@H]2C(=O)N(c3ccccc3C(F)(F)F)C(=O)[C@H]12)c1ccc2ccccc2n1	1	0.8	14.0	1.1	-3.7	-9.1	1.1	-24.9	0.9	1
Cc1c(N/C(=N/S(=O)(=O)c2ccc(Cl)cc2)c2ccccc2)c(=O)n(-c2ccccc2)n1C	1.1	1.1	2.1	1.05	0.8	-3.9	1	-2.7	1	1
O=S(=O)(c1ccc(F)cc1)N1CN(Cc2ccco2)c2nc3ccccc3nc21	1.9	1.5	20.9	1.01	-0.9	-5.6	1.1	-1.4	1	1
N#Cc1nc(N2CCOCC2)nc(N2CCOCC2)n1	1	1	5.7	1.58	0.3	2.4	1	-2.7	1.1	1
CCc1nc2ccccc2c(C(=O)NCc2ccc(OC)cc2)c1C	1	1.1	-4.2	1	-2.2	-0.4	1	-9.7	1.1	1
Cc1cc(C(=O)NCCCN2CCCC2=O)no1	0.9	1	15.3	0.9	-3.6	-1.4	1	-8.8	0.9	1
COc1ccc(-n2nc3cc(C)c(NC(C)=O)cc3n2)cc1	0.9	1	123.1	2.33	-0.2	81.3*	0.2	-4.3	1.2	1
COCCNc1c(-c2cc3ccc(C)c(C)c3[nH]c2=O)nc2ccccn12	0.8	0.9	120.6	2.2	-0.2	69.7*	0.3	-0.9	0.9	1
Nc1cc(OCC(F)(F)F)cc([N+](=O)[O-])c1	1	1	-1.9	1.04	-1.1	-6.6	1.1	-1.5	1.1	1
COc1cc2c(cc1OC)CN(Cc1cc(=O)n3cc(C)ccc3n1)CC2	0.8	1.1	x	x	-2.2	1.2	1	-8.3	1	1
CCc1cc2cc3c(cc2nc1SCC(=O)Nc1nnc(C)s1)OCCO3	0.9	0.8	0.5	0.94	-0.6	-1.6	1	2.0	1	1
O=C(c1cccc(Cl)c1)N1CCN(Cc2ccncc2)CC1	1.2	1.2	18.2	1.02	0.7	-7.5	1.1	-4.0	1.1	1
CCCC[C@@H]1CNC(=S)N1CCCC	1.1	1	4.8	1.09	-6.0	-7.4	1.1	-7.5	0.9	1.1
Cc1nccn1-c1ccc(C=O)cc1	1	1	8.0	1.48	-4.4	-3.4	1	-13.1	0.9	1
CC(C)CCn1c(N2CCOCC2)nc2c1c(=O)n(CC(N)=O)c(=O)n2C	0.9	1	8.2	1.22	-0.5	-3.1	1	-3.9	1	1
CC(C)OC(=O)CC1C(=O)NCCN1C(=S)NC(=O)c1ccccc1 (stereo not drawn)	1	1	13.8	1.02	-3.5	-3.5	1	-7.6	0.9	1
Cc1ccccc1NC(=O)Nc1ccccc1Br	1	1.1	8.8	1.32	-0.9	-6.1	1.1	-0.7	1	1
CCOC(=O)c1nc(NCc2ccccc2C)c2ccccc2n1	1	1	-12.6	0.91	1.8	-3.4	1	-7.0	1	1
Cc1noc(C)c1C(=O)NCc1ccccc1Br	0.9	1	14.2	1.01	-0.2	-4.7	1	-6.0	0.9	1
COc1cc(-c2onc3ccc(Br)cc23)cc(OC)c1OC	0.7	1.1	-72.7	1.1	-3.3	-8.2	1.1	-0.3	1.1	1
CC(=O)Nc1ccc(C(=S)NCCCO)cc1	1.1	1.1	3.5	1.05	-3.8	-1.7	1	-12.2	1.2	1
COc1ccccc1C(=O)N(CN1CCCC1=O)c1cccc(Cl)c1	0.9	0.9	-2.3	1	1.4	-4.0	1	-10.6	0.9	1
CCC(C)NCCOCCOc1ccc(Cl)cc1Br (stereo not drawn)	0.9	0.9	-4.9	0.92	-3.6	-1.3	1	-4.6	1	1
Cc1cc(=O)oc2c1c(C)nn2-c1ccc(C(=O)OC(C)C)cc1	0.9	0.9	x	x	0.8	9.3	0.9	-2.2	0.9	1
COC(=O)Nc1ncc(CN2C(=O)c3ccccc3C2=O)s1	1	1	5.9	0.89	0.5	-5.7	1.1	-4.0	0.9	1
O=C(CSc1nnc(CNc2ccc(Cl)cc2)o1)Nc1nc2ccccc2s1	1	1	1.8	1.5	-3.9	-6.0	1.1	-12.9	0.9	1
CCOC(=O)c1c(NC(=O)C2CC=CCC2C(=O)O)sc(C)c1CC (stereo not drawn)	0.9	0.9	12.9	0.88	2.0	2.8	1	-4.5	0.9	1
COc1cccc(NC(=O)c2ccc(-c3ccc([N+](=O)[O-])cc3)o2)c1	x	x	14.5	1.4	-1.0	-2.2	1	-1.3	0.9	1
COc1cccc(/C=C/C(=O)OCC(=O)Nc2ccc(Cl)c(S(=O)(=O)N(C)C)c2)c1	0.9	0.9	42.2	1	-3.6	1.1	1	-3.5	0.9	1
COc1ccc(NC(=S)Nc2ccccc2F)c(OC)c1	0.9	0.9	-6.1	0.76	-5.0	-4.1	1	-10.1	1	1.1
Cc1ccc(-n2c(C)cc(/C=c3/sc4nc5ccccc5n4c3=O)c2C)cc1	1.1	0.8	-27.3	0.38	0.0	38.9	0.6	-3.6	1	1
Cc1ccc(S(=O)(=O)Nc2c(C)n(C)n(-c3ccccc3)c2=O)cc1C(=O)NCc1ccccn1	1	0.9	-10.6	1.18	-1.9	-3.1	1	-7.1	1	1
Cc1ccc(Cn2c(=O)c3c(nc4n3CCN4Cc3ccco3)n(C)c2=O)cc1	1	1	-21.5	0.76	1.4	-3.3	1	0.1	1.1	1
Cn1cc(S(=O)(=O)c2ccccc2)n(C)c1=O	1	1	3.7	1.03	-7.0	-10.6	1.1	-7.8	0.9	1.1
CCOC(=O)N/N=C/c1ccccc1OCc1ccc(Cl)cc1	1	1	50.0	2.01	-3.4	5.3	0.9	-10.1	0.8	1
COc1ccc2nc(NC(=O)C3CCN(S(=O)(=O)c4cccnc4)CC3)sc2c1	1	1.1	-8.0	0.47	-9.1	-9.8	1.1	-2.7	1	1.1
Cc1ccc(S(=O)(=O)C2(C(=O)O)CCCC2)cc1C	1	1	5.1	0.87	-6.9	-5.5	1.1	-14.1	0.9	1.1
CC(/C=C/c1ccccc1)=N\NC(=O)Cn1nc(C)cc1C	1.1	1.1	-7.6	1.09	-0.4	2.1	1	-6.3	0.9	1
COC(=O)C(CCCCNC(=O)c1ccc([N+](=O)[O-])cc1)NC(=O)c1ccc([N+](=O)[O-])cc1 (stereo not drawn)	1	1	-12.2	1.36	-0.6	0.9	1	-8.6	1.1	1
CCOC(=O)c1cc2c(s1)-c1ccccc1CC2	1	1	40.9	1.85	-3.6	3.7	1	-10.8	0.9	1
CC12CCC(C(=O)NCc3ccc4c(c3)OCO4)(CC1=O)C2(C)C (stereo not drawn)	1	1	6.2	2.24	-4.5	-5.8	1.1	-11.4	1	1
CCS(=O)(=O)N1CCCC(C(=O)NCCc2ccc(OC)c(OC)c2)C1 (stereo not drawn)	1	1	-3.1	1.19	-0.4	-2.9	1	-9.2	1	1
COc1ccc(NC(=S)NCc2cccnc2)cc1OC	1	1	-9.9	1.1	-0.3	-3.6	1	0.3	1	1
COc1ccc(N2CCN(CCNC(=O)CCS(=O)(=O)c3cccc4nsnc34)CC2)cc1	0.8	1	-16.7	1.23	-1.8	-2.8	1	-7.0	0.9	1
Cc1cccc(CSc2nc3[nH]ncc3c(=O)[nH]2)c1	1	1	46.7	0.76	1.4	2.2	1	-53.8	1.3	1

4 structures out of the list, ordered by formula weight, lowest first:
SMILES	PMI act satM6P	PMI act	APP 5'UTR act	NF-kB neuron act	TNAP inh hiacc	FLuc inhib CS	FLuc stim CS	TNAP inh no acc	bIAP activator	TNAP act hi DEA
CC12CCC(C(=O)NCc3ccc4c(c3)OCO4)(CC1=O)C2(C)C (stereo not drawn)	1	1	6.2	2.24	-4.5	-5.8	1.1	-11.4	1	1
CCOC(=O)N/N=C/c1ccccc1OCc1ccc(Cl)cc1	1	1	50.0	2.01	-3.4	5.3	0.9	-10.1	0.8	1
COC(=O)C(CCCCNC(=O)c1ccc([N+](=O)[O-])cc1)NC(=O)c1ccc([N+](=O)[O-])cc1 (stereo not drawn)	1	1	-12.2	1.36	-0.6	0.9	1	-8.6	1.1	1
COc1ccc(N2CCN(CCNC(=O)CCS(=O)(=O)c3cccc4nsnc34)CC2)cc1	0.8	1	-16.7	1.23	-1.8	-2.8	1	-7.0	0.9	1

Next section:
SMILES	PMI act satM6P	PMI act	APP 5'UTR act	NF-kB neuron act	TNAP inh hiacc	FLuc inhib CS	FLuc stim CS	TNAP inh no acc	bIAP activator	TNAP act hi DEA
COc1ccccc1C(=O)N/N=C/c1ccc(Cl)s1	1.2	1.1	9.8	1.3	-9.7	14.0	0.9	-1.4	0.9	1.1
Cc1nc2ccccc2cc1OCc1ccc(F)cc1	0.8	0.9	x	1.18	-1.0	-3.2	1	9.7	0.6	1
O=C(NCCc1ccccc1)C1CCCN(S(=O)(=O)c2cccc3nonc23)C1 (stereo not drawn)	1	1	2.0	1.11	-8.0	-4.6	1	-12.5	0.8	1.1
Cc1ccc(Nc2cc(C)nc(-c3ccccc3O)n2)cc1	0.9	0.9	16.6	1.82	-4.7	-2.6	1	-22.1	0.7	1
Cc1ccnc(NS(=O)(=O)c2ccc(NC(=O)c3ccc(C)o3)cc2)n1	1.1	1.1	7.4	0.98	-1.8	-3.8	1	-12.6	0.9	1
CCNc1nc(NC(C)C)nc(N2CC(=O)N(CC(=O)OCC)C2=N)n1	1	1	5.7	1.19	-3.8	-7.8	1.1	-8.5	0.9	1
Cc1cc(C)c2c3c(sc2n1)C(c1cccc(F)c1)C(C#N)=C(N)O3 (stereo not drawn)	1.1	0.9	-15.0	1.11	-11.9	-8.4	1.1	-17.7	0.8	1.1
CCCCCCN1CC(O)=C(c2ccccc2)C1=N	1	1	-1.1	1.13	-4.9	-6.1	1.1	-7.7	1	1
CC12CC3(C)CC(C)(C1)CC(C(=O)NC(=S)N1CCOCC1)(C2)C3	0.9	0.9	13.4	1.12	-1.9	-5.8	1.1	-3.8	1.1	1
CC(=O)N1CCc2cc(N=NC3=C(O)CCCC3=O)ccc21	0.9	1	93.4	2.44	19.9	21.5	0.8	10.7	0.7	0.8
